Source: PubChem
TRHR ag: qHTS for Small Molecule Agonists and Allosteric Enhancers of Human TRH Receptor: Primary Screen for Agonists. activation, % at 2 µM. 360,000 tested, 0.18% active. TRHR cells, calcium flux fluo-8, FDSS agonist mode. Thyrotropin-releasing hormone receptor (Homo sapiens), P34981; also: 0% is about no effect
Target sequence (P34981 whole entry, looked up): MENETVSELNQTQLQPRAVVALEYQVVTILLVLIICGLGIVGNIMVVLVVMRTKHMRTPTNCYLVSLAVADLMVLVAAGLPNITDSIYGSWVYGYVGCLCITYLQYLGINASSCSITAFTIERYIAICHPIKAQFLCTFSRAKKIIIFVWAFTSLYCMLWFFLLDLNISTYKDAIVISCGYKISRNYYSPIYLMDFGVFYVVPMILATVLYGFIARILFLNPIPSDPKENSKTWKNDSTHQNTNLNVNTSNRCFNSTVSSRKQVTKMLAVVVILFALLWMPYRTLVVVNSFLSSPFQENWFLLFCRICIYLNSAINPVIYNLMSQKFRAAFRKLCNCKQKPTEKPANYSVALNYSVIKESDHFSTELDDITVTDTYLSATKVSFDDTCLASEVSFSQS
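TRHR-expressing cells, plated overnight in medium with 10% serum, were loaded with fluo-8 calcium dye at room temperature. After a 10 s baseline, library compound was pin-added and calcium release was recorded kinetically (ex 480/em 530) as agonist response.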
D1 agonist: Allosteric Agonists of the Human D1 Dopamine Receptor: qHTS. 360,000 tested, 1% active. D(1A) dopamine receptor (Homo sapiens), P21728. HEK293 T-REx D1 cells, calcium flux, agonist mode. activation, % at 2 µM. AID 504660, 2011; also: 0% is about no effect
Target sequence (P21728 whole entry, looked up): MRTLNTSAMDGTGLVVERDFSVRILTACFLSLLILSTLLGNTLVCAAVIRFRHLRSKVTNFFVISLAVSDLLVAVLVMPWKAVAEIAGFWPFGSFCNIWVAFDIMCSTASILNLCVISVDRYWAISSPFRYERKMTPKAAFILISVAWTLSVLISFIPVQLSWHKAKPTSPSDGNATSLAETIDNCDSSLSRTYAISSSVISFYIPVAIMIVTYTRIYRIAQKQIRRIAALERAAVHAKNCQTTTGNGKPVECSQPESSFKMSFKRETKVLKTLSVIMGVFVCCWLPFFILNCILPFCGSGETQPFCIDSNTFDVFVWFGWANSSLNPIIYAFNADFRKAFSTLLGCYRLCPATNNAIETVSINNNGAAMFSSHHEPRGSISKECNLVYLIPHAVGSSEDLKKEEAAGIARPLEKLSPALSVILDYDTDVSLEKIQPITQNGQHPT
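Tetracycline-induced HEK293 TREx D1 cells, force-coupled to calcium signalling, were dye-loaded with a no-wash calcium kit. Compound was pin-added after a 10 s baseline. Fluorescence was read kinetically at 1 cycle/s for 180 s, with calcium rises flagged as agonism.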
D2 antag: HTS Assay for Allosteric Antagonists of the Human D2 Dopamine Receptor: Primary Screen for Antagonists; 340,000 tested, 2% active; inhibition, % at 10 µM; HEK293 TREx D2 cells, calcium flux, dopamine EC80; AID 485344, 2010; in the data active = inhibition above about 30%; also: 0% is about no effect
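Calcium mobilization kinetics were recorded at 1 s intervals in tetracycline-induced HEK293 T-REx D2 cells, first for 180 s after compound addition and then 180 s after EC80 dopamine.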
D1 antagonist: Antagonist of Human D 1 Dopamine Receptor: qHTS; D(1A) dopamine receptor (Homo sapiens), P21728; HEK293 TREx D1 cells, calcium flux, dopamine EC80; active compounds read low; activity change, negative = inhibition, % at 10 µM; 360,000 tested, 3.2% active; AID 504652, 2011; in the data active = activity change below about -30%; also: % is scaled to controls: 0 for no effect and ±100 for the full control effect
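HEK293 T-REx cells expressing inducible, force-coupled D1 receptor; no-wash Ca dye, 30–90 min RT. Cmpd → 180 s read at 1 Hz → EC80 DA → 180 s read.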
TRHR PAM: qHTS for Small Molecule Agonists and Allosteric Enhancers of Human TRH Receptor: Primary Screen for Enhancers; Thyrotropin-releasing hormone receptor (Homo sapiens), P34981; TRHR cells, fluo-8 calcium fluorescence, EC20 TRH enhancement; enhancement, % at 2 µM; 360,000 tested, 0.66% active; in the data active = enhancement above about 30%; also: 0% is about no effect
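Enhancer read-out: after compound pinning and an initial kinetic agonist-mode read, an EC20 of TRH (10 nM final) was injected and fluo-8 calcium signal (Ex 480/Em 530) followed at 1 s/cycle for 100 cycles in TRHR-expressing cells.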
D1 potentiator: Potentiators of Human D1 Dopamine Receptor: qHTS | D(1A) dopamine receptor (Homo sapiens), P21728 | HEK293 TREx D1 cells, calcium flux, dopamine EC20 potentiation | potentiation, % at 10 µM | 360,000 tested, 0.036% active; in the data active = potentiation above about 30%; also: 0% is about no effect
RXFP1 antagonist: qHTS Assay for Antagonists of the Relaxin Receptor RXFP1; AID 1259400, 2018; HEK293-RXFP1, relaxin-stimulated cAMP HTRF, 30 min; active compounds read low; activity change, negative = inhibition, % at 57.5 µM; 350,000 tested, 0.59% active; Relaxin receptor 1 (Homo sapiens), Q9HBX9;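 active = activity change of -60% or lower, but not beyond a set lower limit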; also: % is scaled to controls: 0 for no effect and ±100 for the full control effect
D2 PAM: HTS Assay for Positive Allosteric Modulators of the Human D2 Dopamine Receptor: Primary Screen for Potentiators | HEK293 T-REx D2, calcium flux, EC20 dopamine potentiation | potentiation, % at 10 µM | 340,000 tested, 0.34% active;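 active = potentiation over 3 SD above the plate norm, cut at about 30% in these data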; also: 0% is about no effect
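Calcium flux readout, no-wash dye, 1 read/s. Inducible HEK293 Trex D2 line, overnight 30 C. Compound alone 180 s (agonist flags), then EC20 dopamine, another 180 s to score potentiation.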
D2 ag: HTS Assay for Allosteric Agonists of the Human D2 Dopamine Receptor: Primary Screen for Agonists. D(2) dopamine receptor (Homo sapiens), P14416. HEK293 T-REx D2 cells, calcium flux agonist mode. activation, % at 2 µM. 340,000 tested, 0.53% active. AID 485358, 2010;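 active = activation over 3 SD above normal in the single-dose calcium agonist read, cut at about 30% in these data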; also: 0% is about no effect
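Calcium-flux readout, 1 cycle/sec over 180 s following compound pin transfer, in inducible HEK293 Trex D2 cells (force-coupled); dopamine controls included. Positive calcium responses during this window marked compounds as potential agonists.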
An asterisk follows results filed as active; / = not tested or not shown. Rule as the data show it, unless noted: active = activation above about 30%; inactive = the rest.

The line under a structure holds: TRHR ag	D1 agonist	D2 antag	D1 antagonist	TRHR PAM	D1 potentiator	RXFP1 antagonist	D2 PAM	D2 ag
- Cc1ccc(C(=O)NCCCNC(=O)Cc2ccccc2)cn1
    -1.4	2	-1	-4	7	-3	-7	/	-2.6
- O=Cc1ccc(Sc2nnc(-c3ccccc3)o2)c([N+](=O)[O-])c1
    1.1	-2	-8	16	-3	1	0	1	0.3
- O=[N+]([O-])c1cccc(CN2CCN(Cc3ccco3)CC2)c1
    0.1	3	/	-6	-4	-2	0	-31	/
- Cc1nnc(-c2cnn(C)c2N)n1CCCN(C)C
    -0.1	1	-19	-11	2	-3	2	3	-0.3
- O=c1cc(O)n(C2CCCCCC2)c(=O)[nH]1
    2.4	0	11	-24	-9	1	2	12	3.8
- CC1c2[nH]c3ccccc3c2CCN1C(=O)Nc1ccccc1 (configuration not stated)
    0.9	13	7	-36*	-4	-5	-3	-12	0.9
- Cc1sc2ncnc(SCC(=O)NC(=O)c3cccn3C)c2c1C
    0.5	7	14	3	0	-6	3	-2	0.0
- Cc1ccc(S(=O)(=O)Nc2ccc(N3CCCCC3)cc2)cc1
    -0.7	3	-25	-2	4	-3	-19	-2	-0.8
- CSCCCN1CCCC(CO)(Cc2ccccc2F)C1 (configuration not stated)
    1.2	2	-14	20	-3	-1	3	-4	1.6
- O=C(COc1ccc([N+](=O)[O-])cc1)Nc1nc2c(s1)CCCC2
    1.1	3	/	6	0	1	1	13	0.2
- Cc1ccc(C)c(NC(=S)/C(=C(\[O-])c2ccc(OC(F)F)cc2)[n+]2ccccc2)c1
    0.2	2	31*	-17	4	6	-4	11	0.6
- Cc1cc(C)c([N+](=O)[O-])cc1-c1ccc(/C=N/NC(=O)c2nonc2N)o1
    1.1	0	/	0	6	-4	-17	-17	/
- CC(=O)c1ccc(NC(=O)CSc2nnc(Cn3cnc4ccccc43)o2)cc1
    -0.6	0	5	-2	-3	-2	-4	3	-0.4
- CN(C)c1ccc(/C=N/NC(=O)C(O)(c2ccccc2)c2ccccc2)o1
    1.6	4	33*	-5	-1	-11	-21	3	-1.0
- CCOC(=O)c1c(C)sc2c1N(C(=O)CN1CCOCC1)c1cc(Cl)ccc1S2
    -0.3	0	-20	-8	-11	1	-15	-2	-0.5
- COc1ccc(NS(=O)(=O)c2ccc3[nH]c(=O)ccc3c2)cc1OC
    0.2	4	/	4	-1	-2	-5	9	0.2
- COCCNC(=S)N/N=C/c1c2ccccc2cc2ccccc12
    3.2	11	/	17	-4	/	4	/	/
- CCc1ccc(OCC(=O)NC(NC(=S)Nc2ccc(C)cc2C)C(Cl)(Cl)Cl)cc1 (configuration not stated)
    1.3	2	9	-6	2	3	-32	2	0.1
- CC(C)(C)n1nnnc1C(c1cccnc1)N(Cc1ccccc1)Cc1ccco1 (configuration not stated)
    -1.0	3	-15	-10	10	-4	/	1	-0.3
- O=C1N(S(=O)(=O)c2ccccc2F)C(=O)C2(CCCC2)N1S(=O)(=O)c1ccccc1F
    0.2	5	1	-9	16	0	3	0	0.3
- CCOc1ccccc1C(=O)NCc1ccc2c(c1)OCO2
    -1.8	0	19	-8	-13	-8	4	-6	-0.2
- COc1ccc(N(C)S(=O)(=O)c2cccc(C(=O)Nc3ccc4c(c3)OCCO4)c2)cc1
    -0.1	-1	17	-35*	-1	-11	8	-7	2.1
- COc1ccccc1-c1cc(C(F)(F)F)nc(N2CCN(c3ccccc3)CC2)n1
    -0.2	3	/	3	-7	-2	-20	/	/
- COc1ccc(NC(=O)Nc2ccc(Cc3ccncc3)cc2)c(OC)c1
    -1.5	0	-16	-7	-17	-2	7	-8	-1.5
- COc1ccc(C2/C(=C(\O)c3ccc4c(c3)OCCO4)C(=O)C(=O)N2CCCN(C)C)c(OC)c1 (configuration not stated)
    0.4	3	-20	-10	0	-4	0	16	1.8
- CC(C)c1ccccc1OCC(=O)N(C)CC(=O)Nc1ccc(F)cc1
    0.2	8	56*	-14	-5	-3	-11	-22	-0.1
- CCn1c(SCC(=O)Nc2cc(C)on2)nnc1-c1ccc(OC)cc1
    -0.2	0	-4	5	-2	5	1	8	-0.3
- CN(C)c1nc(F)c(F)c(S(=O)(=O)c2ccccc2)c1F
    -0.3	2	-14	-11	-4	-1	1	7	-1.7
- CCOC(=O)c1c(-c2ccc(OC)cc2)oc2ccc(OCC(N)=O)cc12
    0.4	3	19	4	-6	0	2	-7	0.1
- Cn1cc(S(=O)(=O)N2CCCC2)cc1C(=O)NCc1ccccc1Cl
    -0.3	4	/	-4	0	-4	-73*	2	/
- O=C(O)c1ccc(-c2nc(-c3ccccc3Cl)cs2)cc1
    0.1	1	16	2	-9	3	11	-6	0.0
- COC(=O)C1=C(O)/C(=C\c2ccc(CNS(=O)(=O)c3ccc(Cl)cc3)o2)N=C1C
    1.0	3	-15	-15	30	-13	6	-5	1.5
- CCCc1nnc(SCC(=O)O)n1CC
    -0.2	3	0	-7	6	2	-3	1	2.1
- CCOC(=O)N1CCC(NS(=O)(=O)c2cc3c(cc2C)NC(=O)CO3)CC1
    0.1	3	3	-19	2	-8	7	-8	1.3
- CCOc1ccc(C(=O)Nc2cc(-c3nc4ccccc4o3)ccc2C)cc1Cl
    0.0	1	/	-26	-3	-1	-3	1	/
- Cc1cc(C)nc(SCc2ccc(Cl)cc2)n1
    -0.5	3	-7	10	3	2	3	9	-1.6
- COc1ccc(NC(C)=O)cc1NC(C)C(=O)Nc1cccc2ccccc12 (configuration not stated)
    0.2	2	-10	-5	7	6	-10	3	1.4
- COc1cc2c(cc1OC)C(C)N(C(=O)c1cc(C)on1)CC2 (configuration not stated)
    0.2	2	-16	8	0	7	-3	-14	0.3
- O=C(CCN1C(=O)c2ccccc2S1(=O)=O)N1CCN(c2cccc(Cl)c2)CC1
    0.0	8	-8	12	0	2	-6	-1	1.4
- COc1cc(OC)c(C(=S)N2CCCC2)cc1OC
    -0.5	1	/	-2	-6	11	-2	10	/

Structures listed so far that have an NH in an aromatic ring, in the order listed:
The line under a structure holds: TRHR ag	D1 agonist	D2 antag	D1 antagonist	TRHR PAM	D1 potentiator	RXFP1 antagonist	D2 PAM	D2 ag
- O=c1cc(O)n(C2CCCCCC2)c(=O)[nH]1
    2.4	0	11	-24	-9	1	2	12	3.8
- CC1c2[nH]c3ccccc3c2CCN1C(=O)Nc1ccccc1 (configuration not stated)
    0.9	13	7	-36*	-4	-5	-3	-12	0.9
- COc1ccc(NS(=O)(=O)c2ccc3[nH]c(=O)ccc3c2)cc1OC
    0.2	4	/	4	-1	-2	-5	9	0.2

Next entries
The line under a structure holds: TRHR ag	D1 agonist	D2 antag	D1 antagonist	TRHR PAM	D1 potentiator	RXFP1 antagonist	D2 PAM	D2 ag
- CCOC(=O)CCCCCN1C(=O)c2cccc3cccc(c23)C1=O
    0.1	5	3	3	4	-1	0	30*	-1.0
- Cc1nc(N2CCC(C(N)=O)CC2)c2c(-c3cccs3)csc2n1
    0.2	3	-8	14	4	-6	-21	8	0.4
- CN(C1=NC(=O)C(CC(=O)O)S1)c1ccc(O)cc1 (configuration not stated)
    0.5	1	-5	-2	-2	-6	-1	-4	0.7
- O=C(/C=C/c1ccco1)NCC1CCCO1 (configuration not stated)
    0.1	1	20	3	0	7	/	7	0.1
- COc1ccc(OCCCN2CCCCCC2)cc1
    -0.7	2	4	4	-6	-5	-10	-15	0.3
- CCCCN(CCCC)Cc1cc2ccccc2c2c1COC2
    -0.8	5	-13	19	-2	3	-22	7	0.0
- O=C1CN(C(=O)C2CC2)c2ccccc2N1
    -0.1	4	-21	7	9	-4	4	9	0.2
- COCCNc1nc2c(-c3cccc(C(F)(F)F)c3)nnn2c2ccccc12
    0.8	4	-6	16	-2	-6	-4	-3	0.6
- NS(=O)(=O)c1ccc(NC(=O)COC(=O)Cc2ccc(Cl)cc2)cc1
    0.9	3	-22	10	-4	1	-11	-4	0.4
- O=C(NCC(c1ccc2c(c1)OCO2)N1CCN(c2ccccc2)CC1)c1ccc(F)c(F)c1 (configuration not stated)
    0.0	3	/	7	2	-7	-30	-13	12
- O=C1[C@H]2[C@@H](c3ccc(F)cc3)N3C(=O)N(c4cccc(Cl)c4)C(=O)[C@@]3(Cc3ccc(Cl)cc3)[C@H]2C(=O)N1C1CCCCC1
    0.5	3	19	6	3	1	/	-12	0.3
- COc1ccc(NC(=S)Nn2cnnc2)c(OC)c1
    0.2	1	-8	11	-2	1	-12	4	-0.7
- Cc1nn(CC(=O)N/N=C/c2ccc(F)cc2)c(C)c1[N+](=O)[O-]
    0.2	0	10	13	5	-8	-7	9	-0.6
- COc1ccc(/C=N/Nc2cc(N3CCOCC3)nc(C)n2)c(OC)c1
    -0.4	2	/	22	4	-7	-5	/	/
- COc1nc(OCC#N)nc(N(C)C)n1
    0.6	4	2	-11	-1	-4	-1	8	0.3
- Cc1ccc(N2CC(C(=O)Nc3ccccc3N3CCCC3)CC2=O)cc1 (configuration not stated)
    -0.3	1	2	-30	-3	4	-4	-20	-0.1
- Cc1ccc(O)c(NC(=O)c2cc(-c3cccs3)on2)c1
    0.0	1	15	-7	-3	-6	-16	-3	-0.2
- C=CCn1c(SCC(=O)c2c(N)n(C)c(=O)n(C)c2=O)nnc1-c1ccncc1
    0.2	2	-15	0	-2	0	-10	-2	-0.4
- COc1ccc(C)cc1NS(=O)(=O)c1ccc2oc(=O)c3ncn(C)c3c2c1
    0.7	1	/	-7	-6	-2	-21	-3	1.1
- O=C(Nc1ccc(Cl)c(-c2nc3cc(Cl)ccc3o2)c1)c1cc2ccccc2o1
    -0.8	3	/	-7	5	0	3	-6	-0.3
- CNc1cncc(C(=O)O)c1
    1.0	3	12	-2	-3	-10	-7	0	-1.6
- C=CCSC1=NC(N)=C(C#N)C2(CCCCC2)C1C(N)=O (configuration not stated)
    0.3	0	/	7	1	0	7	/	/
- CCOC(=O)c1c(N)sc(C(=O)N2CCCCC2)c1C
    -1.0	0	8	13	-2	0	-8	-3	-0.3
- COc1ccc(C(C)=O)cc1COC(=O)c1cc2ccccc2cc1O
    1.4	2	-18	-4	6	2	7	-2	0.9
- Nc1cccc(CCc2ccncc2)c1
    -0.5	2	2	13	2	4	1	10	-1.5
